BRCT PPI green = qHTS Assay for Inhibitors of BRCT-Phosphoprotein Interaction (Green Fluorophore); 75,000 tested, 0.05% active; Potency, µM (doses to about 76.9 µM), without a hit: at the top dose activity change, negative = inhibition, usual class: inhibitors; BRCA1 BRCT-phosphopeptide binding, green fluorescence polarization;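 further: potency means the concentration at half of the fitted maximal effect; plate controls were peptide without protein for full effect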
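Fluorescence polarization: His-tagged BRCT (~35 kDa BRCA1 C-terminus, 250 nM) bound to 100 nM fluorescein-labeled phosphorylated 10-aa BACH1 peptide, pH 7.3 phosphate buffer with DTT and Tween 20. Compounds incubated 12 min at room temperature; inhibition read as lowered polarization.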
ERK AVP inh = qHTS Assay for Inhibitors of the ERK Signaling Pathway using a Homogeneous Screening Assay; 72,000 tested, 0.99% active; HEK293-V1b, vasopressin-stimulated pERK AlphaScreen; Potency, µM (titrated, usually from 57.5 µM), for the others: top-dose activity, negative = inhibition, most hits filed as inhibitors; further: potency means the concentration at half of the fitted maximal effect; on the % scale 0 is the no-effect control and ±100 the full control effect; nearly all actives have a fitted effect of over 55% in size
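V1b-HEK293 cells; cpd 30 min 37C; 25 nM vasopressin 5 min; lyse 10 min; AlphaScreen beads 5 hr RT. Normalized to DMSO basal and 25 nM vasopressin; AC50 by Hill fit.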
HEK293 cAMP cs = qHTS Assay for Agonists of the Thyroid Stimulating Hormone Receptor: Activators of Intracellular cAMP Concentrations in Parental HEK 293; Potency, µM (doses to about 57.1 µM), for inactives: at the highest dose activation, actives largely listed as activators; parental HEK293 CNG cAMP sensor, membrane potential fluorescence; 73,000 tested, 2.5% active; AID 938, 2007; further: potency means the concentration at half of the fitted maximal effect; % of control where 0% means no effect; nearly all actives have a fitted effect of over 55% in size
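Parental HEK 293 cells stably expressing a cAMP-gated CNG channel were loaded with membrane potential dye containing 100 uM RO 20-1724 for 60 min. Compound added for 30 min; depolarization read as fluorescence intensity at 590 nm.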
FLuc inh = qHTS Assay for Inhibitors of Firefly Luciferase; purified firefly luciferase, luminescence, 8 min; 72,000 tested, 2.2% active; Potency, µM (series often up to 57.1 µM), for inactives: top-dose activity change, negative = inhibition, hits mostly inhibitors; Luciferin 4-monooxygenase (Photinus pyralis), P08659; further: potency means the concentration at half of the fitted maximal effect; on the % scale 0 is the no-effect control and ±100 the full control effect; nearly all actives have a fitted effect of over 40% in size
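Titration-based qHTS; buffer 50 mM imidazole pH 7.2, 50 mM KCl, 7 mM MgCl2, 10 uM ATP, 0.01% Tween 20, 0.05% BSA; luciferase/luciferin detector mix added after compound; 8 min, ambient; luminescence.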
CRE-bla Fsk = Cell signaling CRE-BLA (Fsk stim); Potency, µM (highest dose often 38.2 µM), for the others: at the highest dose activity change, negative = inhibition, hits mostly activators; AID 662, 2007; 71,000 tested, 2.5% active; CHO CRE-bla reporter (cAMP response element driving beta-lactamase), forskolin EC10, beta-lactamase ratio; active means well fitted activation curve with a large enough effect in the signal ratio, with a control signal flat, not every such curve was filed as active; inconclusive means small, poorly fitted or top-dose-only effect, or effect the other way, or a change in a side signal; the % refers to the signal ratio; further: potency means the concentration at half of the fitted maximal effect; % of control where 0% means no effect
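CRE-bla CHO cells stimulated with EC10 NKH 477 (water-soluble forskolin) and compound titrations, 3 h at 37C; beta-lactamase read with CCF4 after 2 h at room temperature. Activity from 460/530 nm emission ratio, AC50 values for positive or negative modulation.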
Caspase-1 inhib = qHTS Assay for Allosteric/Competitive Inhibitors of Caspase-1 | P29466 | Caspase-1 enzyme, Ac-WEHD-AFC fluorogenic rate | Potency, µM (highest dose often 57.5 µM), for inactives: at the top dose activity change, negative = inhibition, usual class: inhibitors | 75,000 tested, 0.03% active;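 further: potency means the concentration at half of the fitted maximal effect; plate controls were vehicle for no effect and no substrate for full effect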
USP2a inhib = qHTS Assay for Inhibitors of Ubiquitin-specific Protease USP2a. 60,000 tested, 0.1% active. Ubiquitin carboxyl-terminal hydrolase 2 (Homo sapiens), O75604. Potency, µM (doses to about 38.3 µM), for inactives: at the top dose activity change, negative = inhibition, actives largely listed as inhibitors. USP2a enzymatic assay, qHTS inhibition. AID 927, 2007;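 further: potency means the concentration at half of the fitted maximal effect; nearly all actives have a fitted effect of over 60% in size; plate controls were DMSO for no effect and NEM full inhibition control for full effect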
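20 nM USP2 core + cpd, 30 min RT; add 20 nM Ub-PLA2/20 uM NBD C6-HPC; read Ex460/Em535 at 0 h and 2.5 h. Normalized to NEM; qHTS curve fit/classification.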
BRCT inh red = qHTS Assay for Inhibitors of BRCT-Phosphoprotein Interaction (Red Fluorophore). 75,000 tested, 0.03% active. BRCT-phosphopeptide binding, red fluorescence polarization. Breast cancer type 1 susceptibility protein (Homo sapiens), P38398. Potency, µM (series often up to 76.9 µM), without a hit: at the highest dose activity change, negative = inhibition, most hits filed as inhibitors. AID 892, 2007; further: on the % scale 0 is the no-effect control and ±100 the full control effect
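Fluorescence polarization: 100 nM His-tagged BRCA1 BRCT with 100 nM TAMRA-labelled phospho-BACH1 decapeptide, phosphate buffer pH 7.3 with 150 mM NaCl, DTT, 0.01% Tween 20; 12 min RT. Binding inhibition seen as FP decrease.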
Casp7 inh = qHTS Assay for Allosteric/Competitive Inhibitors of Caspase-7; P55210; recombinant caspase-7, Ac-DEVD-AFC fluorescence rate; Potency, µM (series often up to 57.5 µM), for the others: top-dose activity change, negative = inhibition, actives largely listed as inhibitors; 75,000 tested, 0.02% active; AID 889, 2007; active means well fitted inhibition curve with a large enough effect in the main read-out, with a control signal flat, not every such curve was filed as active; inconclusive means small, poorly fitted or top-dose-only effect, or a change in a side signal; further: potency means the concentration at half of the fitted maximal effect; % of control where 0% means no effect
A350 fluor = qHTS Assay for Spectroscopic Profiling in A350 Spectral Region; Compound autofluorescence, 340/450 nm, Alexa 350 dye-equivalents; stronger effect = higher value; max dye-equivalent concentration, M; 59,000 tested, 11% active; AID 590, 2007; in the data active means max dye-equivalent concentration above about 10 nM; inconclusive means mostly about 1.1 nM to 9.6 nM
Tau filament bind = qHTS Assay for Tau Filament Binding. Potency, µM (series often up to 57.1 µM), for the others: at the highest dose activity change, negative = inhibition. Microtubule-associated protein tau (Homo sapiens), P10636. recombinant tau filaments, thioflavin S fluorescence, 15 h; filaments grown with octadecylsulfate alongside compound. 71,000 tested, 2% active;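 further: potency means the concentration at half of the fitted maximal effect; on the % scale 0 is the no-effect control and ±100 the full control effect; actives lower thioflavin S fluorescence by blocking filaments or displacing dye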
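Thioflavine S fluorescence (ex 450, em 510 nm) reports filaments formed from 1 uM human tau plus 30 uM ODS over 15 h at 37 C (10 mM HEPES pH 7.4, 100 mM NaCl, 5 mM DTT); compounds displacing dye or blocking filaments lower signal.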
Starred values were filed as active, the others as inactive; i = inactive; u = inconclusive; x = not tested or not shown; & = joins results of further samples; ! = not confirmed by another sample; [ ] = dose if it differs, or a comment. Unless noted, the call rests on the fitted dose curve; in most records, active means well fitted curve in the direction sought with a large enough effect; inconclusive means small, poorly fitted or top-dose-only effect, or another doubt; inactive means no such curve, though single readings can be large; an effect the other way counts as inactive or inconclusive.

SMILES | BRCT PPI green | ERK AVP inh | HEK293 cAMP cs | FLuc inh | CRE-bla Fsk | Caspase-1 inhib | USP2a inhib | BRCT inh red | Casp7 inh | A350 fluor | Tau filament bind
O=C(c1ccc(F)cc1)C1CCN(CCn2c(=S)[nH]c3ccccc3c2=O)CC1 | -1.8% | 0% | 2% | 2% | u | -2% | x | -1.8% | -2% | x | u
CC(C)CN1CCc2nc(-c3ccccc3)c3c(c2C1)COC(C)C3 (stereo unspecified) | -0.2%[15.4 µM] | 2%[11.5 µM] | -2%[11.4 µM] | x | x | -1%[11.5 µM] | x | -0.4%[15.4 µM] | 0%[11.5 µM] | x | x
Cc1ccc2oc(=O)c3cnn(CC(=O)NCCN4CCOCC4)c3c2c1 | -1.5% | 1% | 9% | -1% | 0% | 1% | x | 1.2% | -2% | x | -14%
COc1nc(N2CCCCCC2)nc(N2CCCCCC2)n1 | -2.3% | 8% | 4% | 2% | -8% | 2% | -5% | -2.2% | 0% | i | -8%
CCOC(=O)c1ccc(NC(=O)Nc2ccc(S(N)(=O)=O)cc2)cc1 | 0.1% | 5% | 1% | 1% | -8% | -1% | 2% | 0.3% | 4% | i | 5%
O=C1OC(=O)[C@@H]2[C@@H]1[C@@H]1CC[C@H]2O1 | -3.4% | -14% | 20%&6% | 1%[11.4 µM] | 3.2µM*! | 3% | -1% | -1.2% | 1% | i | -6%&0%
CCOC(=O)c1c(C)c(C(=O)NC(C)COC)c(C)n1C (stereo unspecified) | 2.7% | -13% | 4% | 0% | 9% | -1% | 6% | 0.9% | 0% | i | -7%
COc1ccc(-c2c(=O)n(OCc3ccccn3)c3ccccc3[n+]2[O-])cc1OC | -1.5% | u | -7% | -4% | 23% | -5% | 4% | 2.6% | -6% | i | 2.5µM*
Cc1nc2ncnn2c(C)c1CCC(=O)Nc1csc(N)n1 | -6.7% | 1% | 5% | 1% | 7% | -1% | 1% | -2.5% | 1% | i | 2%
O=S(=O)(c1ccc(-c2csc(-c3cccnc3)n2)cc1)N1CCCCC1 | 3.4% | 10% | 9% | 3% | 9% | -4% | 44%[activator] | 1.6% | -5% | i | 51%
COc1ccc(-n2nc3c(c2NC(=O)c2c(-c4ccccc4Cl)noc2C)CS(=O)(=O)C3)cc1 | 1.5% | -10% | u | 1% | -7% | -2% | 32%[activator] | 0.2% | -1% | i | -10%
CCCCOC(=O)Nc1nnc(CCOCC)s1 | -1.0% | -11% | 19% | -1% | u | -15% | 8% | -1.2% | -19% | u | 25%
Cc1ccc2[nH]c(=O)c(CN(CCCN3CCOCC3)Cc3nnnn3C3CCCC3)cc2c1 | -1.8% | 8% | 10% | -4% | 0% | -17% | u | -0.1% | -12% | 4.1e-08M* | 3%
CCOC(=O)C1=C(C)N=C2SC(CC)C(=O)N2C1c1ccc(OC(C)=O)c(OCC)c1 (stereo unspecified) | -0.6% | 11% | 14% | 0% | 14% | -1% | 6% | -0.2% | 0% | i | 3%
O=C(Cn1nc(C(=O)O)c2ccccc2c1=O)NCC1CCCO1 (stereo unspecified) | -1.0% | -6% | -1% | -1% | 8% | -2% | -9% | 0.1% | -1% | u | 4%
Clc1ccc(OCCCn2cncn2)cc1Cl | -6.0% | -29% | 10% | 0% | u | 0% | -2% | -0.4% | -1% | 1.4e-06M* | -4%
Cc1noc(/C=C/c2ccco2)c1S(=O)(=O)N1CCC(C(=O)N(C)Cc2ccccc2)CC1 | 6.9% | 12% | 13% | -5% | u | -3% | 51%[activator] | 0.8% | -4% | u | 1%
Cc1ccccc1-n1nc2c(c1NC(=O)c1ccc(S(=O)(=O)N(C)C)cc1)CSC2 | 0.1% | -27% | 11% | 1% | 0% | -1% | 12% | 1.4% | -1% | i | 11%
COc1ccc(C(=O)N2CCC[C@@]3(CCN(c4ccccc4)C3)C2)cc1 | -3.3% | 0% | 13µM* | 1%[11.4 µM] | 4% | -5% | 88%[activator] | -0.9% | -5% | i | -18%
O=S(=O)(c1ccccc1)c1nc(Nc2ccccc2N2CCOCC2)sc1Cl | 1.0% | 12% | u | 1% | 10% | -4% | 20% | -1.3% | -5% | i | -1%
O=C(CC1NC(=O)NC1=O)NC1(C(=O)NC2CCCCC2)CCCCC1 (stereo unspecified) | -0.3% | 0% | 7% | 0% | u | -2% | 5% | -1.6% | 1% | i | 4%
COC(=O)c1c(Cl)c(Cl)c(C(=O)OC)c(Cl)c1Cl | 0.4% | -29% | x | x | x | -1% | 2% | 0.5% | 1% | x | x
COc1cc(OC)cc(OC)c1 | -1.9%[3.08 µM] | 16% | x | x | x | 0% | 0% | -1.0% | -3% | x | x
O=C(NCC(=O)N(CCc1ccccc1)C(C(=O)NC1CCCCC1)c1ccncc1)c1ccco1 (stereo unspecified) | 1.7% | -1% | 29% | -1% | 0% | -1% | x | 1.1% | 2% | i | -3%
CN(C)CCNC(=O)c1ccc(Cc2nc3ccccc3[nH]2)cc1 | -2.7% | x | -3% | x | x | -4% | x | 2.0% | -3% | x | x
COC(=O)[C@@H]1C[C@@]2(O)[C@@H](O)[C@@H](O)[C@@H](O)C[C@H]2N1Cc1ccc(C)s1 | -3.9% | -23% | x | x | x | -1% | x | 1.6% | -2% | x | x
Cc1ccc(C(=O)CSc2nnc(-c3cccs3)n2C)o1 | 0.3% | x | u | -4% | -4% | -2% | x | -0.8% | 1% | x | -3%
CCOC(=O)C(C)Sc1nc(-c2ccco2)cc(C(F)(F)F)c1C#N (stereo unspecified) | 0.2% | 28% | u | 1% | -8% | -10% | x | 0.0% | -7% | 3.9e-07M* | 20µM*
COc1ccc(NC(=O)CN(c2ccccc2)S(=O)(=O)N(C)C)cc1OC | -1.7% | -13% | 0% | 1% | u | 1% | 18% | -0.5% | -13% | i | -10%
Cc1c(NC2=NC3(CCCCC3)Cc3ccccc32)c(=O)n(-c2ccccc2)n1C | -5.2% | -25% | 0% | 0% | 1% | -8% | 6% | 0.4% | -1% | x | 17%
CCC(C)C(=O)Nc1cc(C(=O)OC)cc(C(=O)OC)c1 (stereo unspecified) | 0.5% | 3% | -8% | 0% | u | -1% | 4% | -3.9% | -1% | i | -8%
COc1ccc(NC(=O)COn2nnc3ccc(Cl)cc32)cc1OC | -0.7% | -27% | 10% | 3% | u | -2% | 2% | -0.1% | -1% | i | 9%
C/C(CCC(=O)OC[C@@H]1O[C@H](C#Cc2ccccc2)C=C[C@@H]1Oc1ccc(C)cc1)=N/O[C@@H](C)CN1CCCCc2nc(C)c(C)cc21 | 0.8%[15.4 µM] | 3%[11.5 µM] | 28%[11.4 µM] | 1%[11.4 µM] | x | -4%[11.5 µM] | x | 0.6%[15.4 µM] | 1%[11.5 µM] | x | x
CC(=O)N1CCN(c2ccc(NCc3ccccc3)cc2)CC1 | 0.3% | u | -10% | -3% | 11% | -3% | 1% | 0.7% | 0% | i | 16µM*
CCOC(=O)N1CCN(C(=O)CSCC(=O)Nc2nc(-c3ccc4c(c3)OCO4)cs2)CC1 | -0.1% | 3% | 19% | -12% | -9% | -6% | 47%[activator] | 0.9% | 0% | 1.1e-07M* | 3%
CC1CCN(S(=O)(=O)c2ccc3c(c2)oc(=O)n3CC(=O)NCc2ccc3c(c2)OCO3)CC1 | 1.4% | u | u | 3% | u | -5% | x | -1.5% | -8% | x | 276%
CCOC(=O)N1CCN(C(=O)c2ccc3c(=O)n4c(nc3c2)CCCCC4)CC1 | -1.6% | 2% | 9% | 2% | u | -1% | -1% | -0.9% | -2% | i | 0%
CN(C(=O)c1ccc(Cl)c(S(=O)(=O)N2CCOCC2)c1)c1ccccc1C(=O)O | 0.2% | 10% | 7% | -35% | 1% | 0% | -11% | -4.2% | 7% | i | -8%
O=C(c1ccc(Cc2nc3ccccc3[nH]2)cc1)N1CCOCC1 | -3.3% | x | 30% | x | x | -1% | x | 1.9% | -2% | x | x
